NadD block: inhibitors of Staphylococcus aureus NadD | purified NadD enzyme, colorimetric absorbance read-out | inhibition, % at 20 µM | hit rate 0.78% among 360,000 | AID 602399; in the data active = inhibition above about 26%; note: some compounds past the cut are filed as inactive
STEP inh: blocks human striatal-enriched tyrosine phosphatase. P54829. recombinant STEP, OMFP fluorogenic substrate, fluorescence. inhibition, % at 20 µM. hit rate 0.25% among 360,000;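 active = inhibition at 20 µM, scaled per plate between control wells, above about 37%, limit read from the data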;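 note: 0% = DMSO with enzyme and substrate and 100% = substrate only without enzyme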
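System: isolated STEP enzyme; schedule: 20 min enzyme reaction at room temperature, protected from light; medium: Bis-Tris buffer pH 6.0, 2.5 mM DTT, 0.005% Tween 20; signal: fluorescence, 480/540 nm; dosing: single compound dose of 20 µM, 1% DMSO final; also added: OMFP substrate, 25 µM final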
TbMetRS inhib: blocks T. brucei methionyl-tRNA synthetase activity; purified T. brucei MetRS, ATP depletion, Kinase-Glo luminescence; inhibition, % at 11.9 µM; hit rate 0.4% among 360,000; AID 624268;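 active = inhibition above a per-plate cutoff of the control wells' mean inhibition plus 3 SD, cut at about 5.5% in these data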;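 note: 0% = DMSO wells median and 100% = median of wells with control inhibitor compound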
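System: purified T. brucei MetRS enzyme / Detection: Kinase-Glo luciferase luminescence reporting remaining unconsumed ATP / Medium: HEPES buffer with MgCl2, KCl, DTT, spermine, BSA, pyrophosphatase / Replication: singlicate, one well per compound / Evaluation: percent inhibition relative to median high and low control wells / Schedule: 2 h aminoacylation at 25 °C after 15 min preincubation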
SKN-1 inh: C. elegans SKN-1 inhibition | C. elegans VP596 Pgst-4::GFP/RFP ratio, acrylamide-induced, 24 h | inhibition, % at 21.8 µM | hit rate 0.49% among 360,000 | AID 624304;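 active = interference check ratio from 0.5 to 1.5 plus GFP to RFP signal ratio inhibition reaching or exceeding a fixed threshold, cut at about 30% in these data, passing the limit was not always enough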; note: some compounds called inactive have numbers as strong as hits
Neddyl block: inhibitors of human cullin neddylation | P61081+Q13564 | calls only at 25 µM | TR-FRET cullin neddylation, biochemical | hit rate 0.58% among 360,000; in the data active = inhibition above about 36%
SUMO1 PPI mod: SUMO1-SIM interaction modulation. SUMO1 binding to a labelled peptide, TR-FRET, 1 h. inhibition, % at 20 µM. hit rate 0.33% among 360,000. AID 602429; in the data active = inhibition above about 37%
CendR NRP1 mod: alters CendR peptide binding to human NRP-1. O14786. FAM-RPARPAR peptide binding to NRP-1, fluorescence polarization. inhibition, % at 25 µM. hit rate 0.85% among 360,000;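 active = inhibition or corrected inhibition above about 18%, plus a signal ratio from 0.5 to 1.5, limit read from the data, passing the limit was not always enough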; note: strong numbers were not always called active
Target sequence (O14786 whole entry, looked up): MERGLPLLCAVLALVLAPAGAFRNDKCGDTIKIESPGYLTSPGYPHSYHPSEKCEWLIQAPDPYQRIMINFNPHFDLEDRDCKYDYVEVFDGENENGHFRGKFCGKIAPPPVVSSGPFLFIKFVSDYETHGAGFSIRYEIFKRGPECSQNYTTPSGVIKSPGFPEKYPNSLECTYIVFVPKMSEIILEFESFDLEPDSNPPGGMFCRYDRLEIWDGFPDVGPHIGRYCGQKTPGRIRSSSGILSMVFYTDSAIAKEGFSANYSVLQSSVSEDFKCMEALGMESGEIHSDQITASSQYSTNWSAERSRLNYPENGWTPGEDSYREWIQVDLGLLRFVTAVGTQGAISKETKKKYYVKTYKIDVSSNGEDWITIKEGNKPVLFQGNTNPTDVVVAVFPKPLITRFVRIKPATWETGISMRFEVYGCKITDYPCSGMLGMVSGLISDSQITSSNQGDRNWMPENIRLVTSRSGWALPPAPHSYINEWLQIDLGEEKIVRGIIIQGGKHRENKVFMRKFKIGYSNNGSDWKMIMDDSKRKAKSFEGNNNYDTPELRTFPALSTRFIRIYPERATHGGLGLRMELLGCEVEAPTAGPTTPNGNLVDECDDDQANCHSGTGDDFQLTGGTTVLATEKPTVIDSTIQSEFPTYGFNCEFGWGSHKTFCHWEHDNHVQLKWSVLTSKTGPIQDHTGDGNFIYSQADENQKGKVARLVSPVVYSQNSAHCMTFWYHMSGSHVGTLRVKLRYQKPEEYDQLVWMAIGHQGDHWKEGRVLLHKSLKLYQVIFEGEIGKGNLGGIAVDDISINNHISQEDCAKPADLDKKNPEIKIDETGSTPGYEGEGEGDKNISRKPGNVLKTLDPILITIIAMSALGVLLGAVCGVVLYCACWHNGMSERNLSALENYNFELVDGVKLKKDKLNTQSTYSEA
Scp1 inh: inhibitors of human Scp-1 phosphatase; Q9GZU7; Recombinant Scp1, phosphopeptide, malachite green phosphate absorbance; inhibition, % at 20 µM; hit rate 0.88% among 340,000; AID 493091;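 active = inhibition above about 50% at 20 µM, limit read from the data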;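 note: plate controls were DMSO wells with enzyme for no effect and wells lacking enzyme for full effect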
Target sequence (Q9GZU7 76-261 limits assumed): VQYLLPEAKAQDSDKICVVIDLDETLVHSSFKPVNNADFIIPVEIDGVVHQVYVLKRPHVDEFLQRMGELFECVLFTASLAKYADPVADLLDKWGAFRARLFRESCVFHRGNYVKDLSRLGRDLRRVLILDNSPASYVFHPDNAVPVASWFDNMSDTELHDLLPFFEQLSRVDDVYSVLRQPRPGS
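Material: truncated SCP-1 phosphatase (76-261aa) / Buffer or medium: 50 mM Tris acetate pH 5.5, 0.005% Tween-20, 10 mM MgCl2 / Compound dosing: one concentration, 20 µM, with 1.0% DMSO / Incubation: 45 min room-temperature reaction, 5 min colour, 30 min stabiliser / Detection: colorimetric free-phosphate detection, absorbance 630 nm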
DNMT1 inh: inhibitors of human DNMT1; P26358; DNMT1 molecular beacon, Hinp1I cleavage, fluorescence; inhibition (reported as % activation of signal), % at 10 µM; hit rate 0.83% among 360,000; AID 588458; in the data active = inhibition above about 50%
LMPTP inh: blocks human LMPTP phosphatase | P24666 | recombinant LMPTP-A, OMFP fluorogenic substrate, fluorescence intensity | inhibition, % at 20 µM | hit rate 0.22% among 360,000;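 active = compounds that cut the enzyme signal by at least half of the control window in the single-dose screen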;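 note: plate controls were DMSO wells with enzyme plus substrate for no effect and substrate without enzyme for full effect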
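Test system: LMPTP-A phosphatase enzyme. Amount: LMPTP-A at 0.625 nM final in the reaction. Reagent: OMFP substrate, 400 µM final. Times: 50 min at room temperature. Signal: endpoint fluorescence intensity from OMFP dephosphorylation. Read-out basis: % inhibition. Benchmarks: no-enzyme and uninhibited controls.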
The depositor's hits bear a star; i = inactive; x = not tested or not shown.

SMILES	NadD block	STEP inh	TbMetRS inhib	SKN-1 inh	Neddyl block	SUMO1 PPI mod	CendR NRP1 mod	Scp1 inh	DNMT1 inh	LMPTP inh
CC(NC(=O)c1ccc2c(c1)OCO2)C(c1cccs1)N1CCN(c2ccccc2)CC1 (centres undefined)	-5	0	-0.4	6	i	-1	-4	-6	-2	0.1
O=S(=O)(c1ccc(Cl)nc1)N1CCOCC1	3	-4	-0.2	-11	i	-6	14	-4	2	-0.7
COc1ccc(NC(=O)CN2CCN(S(=O)(=O)c3ccc(Br)cc3)CC2)c(OC)c1	-1	1	-0.1	11	i	6	13	-3	-1	-0.1
CNS(=O)(=O)c1ccc(NC(=O)c2ccoc2C)cc1	-2	0	1.2	-3	i	-1	10	-5	2	-0.1
CC1(C)C(=O)Nc2ccccc2N1C(=O)COC(=O)c1ccc([N+](=O)[O-])o1	1	1	-0.4	-10	i	-32	3	11	-10	-0.2
CCCN(CC(=O)Nc1ccccc1OC)C(=O)c1ccc(S(=O)(=O)Nc2ccccc2)cc1	3	-2	-0.4	5	i	-4	-8	-4	62*	-0.6
Cc1ccc(C)c(NC(=S)NNC(=O)c2cc3c(s2)CCC(C)C3)c1 (centres undefined)	0	-3	-0.6	2	i	-1	-1	-10	-3	-2.1
O=C(O)CNC(=O)CC1S/C(=N/N=C2/NC(=O)CS2)NC1=O (centres undefined)	1	1	0.5	-6	i	14	-120	72*	2	-0.1
COCCN1C(=O)N(c2cccc(C)c2)C(=O)C1CC(=O)Nc1ccc(OC)cc1 (centres undefined)	4	0	-1.0	1	i	6	16	-11	-8	-0.7
O=C(N/N=C/c1cc(Cl)ccc1O)C(=O)Nc1ccccc1OC(F)(F)C(F)F	10	-1	0.1	8	i	2	-8	-5	4	-0.3
COc1ccccc1N/N=C(\C#N)C(=N)N1CCOCC1	1	2	0.3	-17	i	-5	1	-6	-1	0.6
COc1ccc(-c2cc3nc(C)cc(C)n3n2)cc1	-9	-2	0.3	8	x	3	6	-4	1	-0.4
CN(C)/C=C(\C#N)C(=O)c1cccnc1Oc1ccc(F)cc1F	3	0	0.0	9	i	-4	3	-3	2	-0.9
COc1ccc(S(=O)(=O)N2CCOCC2)cc1NC(=O)CN1C(=O)NC2(CCC(C)CC2)C1=O (centres undefined)	1	-1	-0.3	7	i	-1	-7	x	5	-0.2
Cc1ccc(C)c(-n2c(CNC(=O)c3ccco3)nnc2SCC(=O)Nc2nccs2)c1	-2	1	-0.2	12	i	-1	4	-13	0	1.0
CCN(CC(=O)Nc1ccc(NC(C)=O)cc1)C(=O)/C=C/c1ccc2c(c1)OCO2	3	0	-0.5	-4	i	-9	0	-6	-2	-1.6
CC(C)CC1C(=O)N(Cc2cn(CCC3OCCCO3)nn2)CCS(=O)(=O)N1Cc1ccc(-c2cccc(N(C)C)c2)cc1 (centres undefined)	-4	-2	-1.7	-8	i	4	-9	x	-3	0.7
Nc1nc(CN2CCN(c3cccc(Cl)c3)CC2)nc(N2CCCc3ccccc32)n1	15	2	-0.5	5	i	-1	12	8	-10	0.9
N#Cc1cc(-c2ccccc2)nc(NN)n1	-4	-2	-0.6	-15	i	-9	-4	5	-1	1.2
COc1ccc(C)cc1S(=O)(=O)NCC(c1cccnc1)N1CCc2ccccc2C1 (centres undefined)	1	-2	-0.9	1	i	-1	-11	4	-9	1.4
CCn1c(SCC(=O)OC)nnc1C1CCCCC1	4	1	-1.2	-20	i	-2	7	-11	2	-0.3
COC(=O)/C=C1\N/C(=N\c2nc(C)cc(C)n2)N(c2ccccc2)C1=O	-5	-1	-0.5	15	i	-12	-3	-5	-8	-0.8
O=C(c1cc(-c2ccccc2)on1)N1CCN(Cc2ccc3c(c2)OCO3)CC1	-9	1	-1.0	7	i	-2	17	-3	3	-1.2
CC(=O)c1ccc(NC(=O)CCCN2C(=O)C(c3ccccc3)Oc3cccnc32)cc1 (centres undefined)	-6	-3	0.0	1	i	3	8	-11	-3	0.0
COC(=O)c1c(NC(=O)CSc2nc3nc(C)cc(C)n3n2)sc(C)c1C	2	-1	-0.2	11	i	3	-5	5	0	-0.1
Cc1ccc(CNc2ccc(N3C(=O)CCCC3=O)cc2[N+](=O)[O-])cc1	-5	1	0.1	13	i	-27	-19	-5	8	0.4
COc1cc(NC(=O)c2ccc(F)cc2)ccc1NC(=O)c1cc2ccccc2o1	0	3	-0.4	-20	x	2	-3	-5	33	-1.9
COc1ccccc1C(=O)NCCC(=O)NC1=NCCS1	-4	0	-0.3	-14	i	-4	0	0	6	0.3
CCOC(=O)C1=C(C)N(c2ccccc2)C(=O)C1	3	-3	-0.2	1	i	1	-6	-2	3	-1.1
c1cncc(-c2nc(-c3ccc4c(c3)OCO4)cs2)c1	-3	0	-1.2	-2	i	-15	4	-2	-1	1.7
CN(C)S(=O)(=O)N1CCC(n2nccc2NC(=O)CCc2ccccc2)CC1	-3	-1	-0.4	8	i	-3	2	-9	4	0.4
CCOC(=O)c1cc(-c2ccc(C)cc2)n(CCC(=O)NCCCOC)c1C	1	0	0.0	-13	i	3	-3	-2	1	-0.9
CCOc1ccc(-n2nc3c(Cl)nnc(C)c3c2C)cc1	2	-2	-0.1	6	i	4	-23	-5	-7	-7.7
Cn1cc(SCC(=O)NCCc2ccccc2)c2ccccc21	-3	0	-0.3	-3	i	2	16	-13	0	-0.8
CCOC(=O)C(C)N1C(=O)S/C(=C/c2ccc3c(c2)n(C)c(=O)n3C)C1=O (centres undefined)	-7	2	-0.6	-6	i	-17	-7	-6	2	1.2
O=C(CCCOc1ccc(Br)cc1)Nc1nnc(C2CC2)s1	5	0	0.2	9	i	14	-12	-4	20	-0.6
CCOCc1c(C(=O)Nc2ccccc2N2CCN(C)CC2)oc2ccccc12	-6	1	-0.5	15	i	4	-10	2	-2	-0.2
FC(F)(F)c1ccccc1NC(=S)Nc1ccccc1	-1	3	-1.1	12	i	2	4	7	3	-2.0
O=C(OCCOCCOC(=O)Oc1ccccc1)Oc1ccccc1	-4	0	-0.2	8	i	2	4	-16	-2	-0.4
C/C(=N/NC(N)=S)c1ccccc1[N+](=O)[O-]	11	-1	0.4	20	i	-10	-3	-2	2	-0.6
CC(C)COC(=O)/C(C#N)=C/c1c[nH]c2ccccc12	-6	-2	-1.1	6	x	0	-75	-9	2	1.1
Cc1ccccc1Oc1ccc(Oc2ccccc2C)nn1	8	2	-0.9	10	i	-4	4	-1	0	-0.3
COc1ccc(CN2CCC(CO)(Cc3ccccc3C(F)(F)F)CC2)c(F)c1	-9	1	-0.9	7	i	-1	0	-9	-5	0.5
CN(C(=O)CSc1nnc(N)s1)c1c(N)n(Cc2ccccc2)c(=O)[nH]c1=O	3	2	-0.8	-20	i	-2	-1	-3	0	-1.8
Cc1cccc(CN2CCN(C3CN(C4CCCCC4)S(=O)(=O)C3)CC2)c1 (centres undefined)	-5	-2	-1.6	5	i	-4	2	x	2	-1.6
CN(C(=O)CS(=O)(=O)c1cn(CC(=O)N2CCOCC2)c2ccccc12)c1ccccc1	-3	-2	2.7	-8	i	-7	-7	10	-1	-2.2
COc1cc(C(=O)NNC(=O)CCOc2cccc(Br)c2)cc(OC)c1OC	-3	1	-0.3	-2	i	5	0	-5	-3	-0.2
c1ccc2[nH]c(NCCN3CCOCC3)nc2c1	-1	4	2.8	-2	i	-1	-1	-4	0	0.0
O=c1c2ccccc2c2c(O)nc(-c3ccccc3)n2n1Cc1ccccc1	16	4	-1.4	-7	i	-2	-10	-12	13	0.1
Cc1ccccc1C(=O)N1CCN(c2ccc(NC(=S)NC(=O)c3cccs3)cc2)CC1	0	3	-0.7	-12	i	-3	7	6	-7	2.0
CS(=O)(=O)N(CC(=O)O)c1ccc2c(c1)OCO2	4	-4	0.2	4	i	1	5	-1	4	-0.9
O=C(COc1ccc2ccccc2c1Br)N1CCCC1	-5	0	-0.5	2	i	-18	-1	-4	1	0.3
O=C(Nc1ccc(Cl)cc1F)c1ccc2c(c1)C(=O)N(Cc1ccncc1)C2=O	0	3	-0.2	-8	i	-22	-8	2	-7	1.0
COC(=O)C1=C(C)NC(=O)CC1c1cc2c(cc1Br)OCO2 (centres undefined)	5	-2	0.2	-8	i	-1	16	4	-1	-3.0
COc1ccc(C(=O)Nc2cccnc2)cc1S(=O)(=O)N1CCOCC1	1	1	0.1	15	i	2	-2	4	1	-0.1

Structural class: the entries above with an aryl methoxy group (12)
SMILES	NadD block	STEP inh	TbMetRS inhib	SKN-1 inh	Neddyl block	SUMO1 PPI mod	CendR NRP1 mod	Scp1 inh	DNMT1 inh	LMPTP inh
COc1ccc(NC(=O)CN2CCN(S(=O)(=O)c3ccc(Br)cc3)CC2)c(OC)c1	-1	1	-0.1	11	i	6	13	-3	-1	-0.1
CCCN(CC(=O)Nc1ccccc1OC)C(=O)c1ccc(S(=O)(=O)Nc2ccccc2)cc1	3	-2	-0.4	5	i	-4	-8	-4	62*	-0.6
COCCN1C(=O)N(c2cccc(C)c2)C(=O)C1CC(=O)Nc1ccc(OC)cc1 (centres undefined)	4	0	-1.0	1	i	6	16	-11	-8	-0.7
COc1ccccc1N/N=C(\C#N)C(=N)N1CCOCC1	1	2	0.3	-17	i	-5	1	-6	-1	0.6
COc1ccc(-c2cc3nc(C)cc(C)n3n2)cc1	-9	-2	0.3	8	x	3	6	-4	1	-0.4
COc1ccc(S(=O)(=O)N2CCOCC2)cc1NC(=O)CN1C(=O)NC2(CCC(C)CC2)C1=O (centres undefined)	1	-1	-0.3	7	i	-1	-7	x	5	-0.2
COc1ccc(C)cc1S(=O)(=O)NCC(c1cccnc1)N1CCc2ccccc2C1 (centres undefined)	1	-2	-0.9	1	i	-1	-11	4	-9	1.4
COc1cc(NC(=O)c2ccc(F)cc2)ccc1NC(=O)c1cc2ccccc2o1	0	3	-0.4	-20	x	2	-3	-5	33	-1.9
COc1ccccc1C(=O)NCCC(=O)NC1=NCCS1	-4	0	-0.3	-14	i	-4	0	0	6	0.3
COc1ccc(CN2CCC(CO)(Cc3ccccc3C(F)(F)F)CC2)c(F)c1	-9	1	-0.9	7	i	-1	0	-9	-5	0.5
COc1cc(C(=O)NNC(=O)CCOc2cccc(Br)c2)cc(OC)c1OC	-3	1	-0.3	-2	i	5	0	-5	-3	-0.2
COc1ccc(C(=O)Nc2cccnc2)cc1S(=O)(=O)N1CCOCC1	1	1	0.1	15	i	2	-2	4	1	-0.1

Assay outcomes as filed in PubChem.

This is a random part of the collection, and some 4.6% of all compounds hit somewhere here.
